Cav32 inh – inhibitors of human Cav3.2 T-type calcium channel | O95180 | 100,000 compounds, 4% hits | B-score at 10 µM | AID 449739 | Cav3.2-expressing cells, Fluo-4 calcium fluorescence FDSS; active compounds read low;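 active means single-dose well whose peak fluorescence ratio is a statistical outlier from its plate by either plate-standardised score or position-corrected B-score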
Active calls of the source: *. This is a subset. The share of hits here may be higher or lower than overall.

`O=C(NCc1ccc(F)cc1)C1CCN(C(=O)NCc2ccccc2)CC1` gave Cav32 inh 0.581.
`CC(C)(C)c1nc(CN2CCOCC2)cc(CN2CCOCC2)c1O` gave Cav32 inh 1.15.
For CCOCC(=O)Nc1c(C(=O)Nc2ccccc2OC)oc2ccccc12 the results were Cav32 inh -0.0459.
`Cc1ccc(NC(=O)c2nc[nH]c2C(=O)N[C@@H](C)c2ccccc2)cc1` gave Cav32 inh 0.0599.
`N#C/C(=C1/CCCCCN1)c1nc2ccccc2[nH]1` gave Cav32 inh -0.895.
Cc1ccc(-n2ccnc2SCC(=O)O)c(C)c1 was read as Cav32 inh 1.23.
For CCCCN(C)C(=O)c1cc2cc3ccc(OC)cc3nc2s1 the results were Cav32 inh -0.016.
For Cc1nnc(NC(=O)c2ccc(S(=O)(=O)N(C)Cc3ccccc3)cc2)o1 the results were Cav32 inh 0.412.
COCCn1nnnc1C(c1cccc(C#N)c1)N1CCCCCC1 (stereo unspecified) was read as Cav32 inh 1.13.
Screening COc1ccccc1N(CC(=O)NCCSc1ccccc1)S(C)(=O)=O returned Cav32 inh 1.35.
`Cc1ccc(S(=O)(=O)NC(CC(=O)n2nc(C)cc2C)c2ccccc2)cc1` (stereo unspecified) gave Cav32 inh -6.3*.
CCCn1nnnc1-c1ccc(Cl)cc1 was read as Cav32 inh 0.808.
`COc1cccc(C(=O)SC2=NCCS2)c1` gave Cav32 inh -0.0292.
For N#CCSCC(=O)Nc1ccc(Br)cc1 the results were Cav32 inh 1.43.
`CCCCNC(=O)c1ccc(CNc2c(N3CCC(C(=O)OCC)CC3)c(=O)c2=O)cc1` gave Cav32 inh -0.177.
Screening Cc1ccc(OCC(=O)Nc2ccc(O)c(C(=O)O)c2)cc1C returned Cav32 inh 0.49.
Screening O=C(CN(C(=O)CSc1nc2ccccc2o1)c1ccccc1)NC1CCCCC1 returned Cav32 inh -2.95*.
Cc1cccc(OCC(O)CN2CCN(C3CCCCC3)CC2)c1 (stereo unspecified) was read as Cav32 inh -0.0284.
`COc1ccc(Cl)cc1NC(=O)CN(C)C(=O)CNC(=O)C12CC3CC(CC(C3)C1)C2` gave Cav32 inh -3.51*.
For CC1(C)c2[nH]c3ccccc3c2C[C@@H]2C(=O)N(Cc3ccccc3)C(=O)N21 the results were Cav32 inh -0.811.
`O=S(=O)(O)c1nc2ccccc2n1Cc1ccc(Cl)cc1Cl` gave Cav32 inh -1.65.
`CCOC(=O)c1c(C)nc(-c2ccccc2)nc1NC(C)=O` gave Cav32 inh 0.151.
COC(=O)c1cc(NC(=O)CC2C(=O)NCCN2C(=O)c2ccccc2)cc(C(=O)OC)c1 (stereo unspecified) was read as Cav32 inh 1.31.
`COC(=O)CCSCC(=O)Nc1cc(C)on1` gave Cav32 inh -0.0414.
For Cc1cccc(-n2nnnc2SCC(=O)c2cc(C)n(CC3CCCO3)c2C)c1 (stereo unspecified) the results were Cav32 inh -5.43*.
For CC(=O)Nc1ccc(S(=O)(=O)NCc2cn3ccsc3n2)cc1 the results were Cav32 inh -0.912.
Screening O=c1[nH]c(NCc2ccccc2)nc2c1CCC2 returned Cav32 inh 0.591.
Screening Cc1ccc(S(=O)(=O)C(CCC(=O)N2CCOCC2)S(=O)(=O)c2ccc(C)cc2)cc1 returned Cav32 inh 0.18.
`Nc1[nH]ncc1C(=O)Nc1cccc(C(F)(F)F)c1` gave Cav32 inh -0.29.
Screening Cc1ccc(NCN2C(=O)c3ccccc3C2=O)c(C)c1 returned Cav32 inh -0.438.
`CC(Sc1nc2nn(-c3ccccc3)c(=O)c-2c2n1CCCCC2)C(N)=O` (stereo unspecified) gave Cav32 inh 2.59.
`C/C(=N\O)c1ccc2c3ccccc3n(C)c2c1` gave Cav32 inh -0.841.
`COC(=O)CCC(=O)Nc1ccccc1C(=O)Nc1ccccc1` gave Cav32 inh -0.0761.
CCn1c(SCC(=O)Nc2ccccc2N2CCOCC2)nnc1-c1ccccc1O was read as Cav32 inh -0.427.
`Cc1cc2nnc(SCC(=O)NCc3cccs3)n2c(N)n1` gave Cav32 inh 0.443.
`CCOC(=O)c1c(NC(=O)COc2ncnc3sccc23)sc2c1CCC2` gave Cav32 inh 0.138.
Screening CCOc1cccc(CNc2ccc(O)cc2)c1OCc1ccc(Cl)cc1 returned Cav32 inh 0.291.
For Cc1noc(/C=C/c2ccco2)c1S(=O)(=O)N1CCC(C(=O)NC(C)c2ccccc2)CC1 (stereo unspecified) the results were Cav32 inh -2.28.
Cc1ccc(OCC(=O)NNC(=O)C2CCN(c3ncccn3)CC2)cc1 was read as Cav32 inh 1.78.
Screening CCOc1cc(CN2CCN(C(=O)c3ccco3)CC2)ccc1OC returned Cav32 inh 0.763.

A portion of the results above, as a working copy:
Cc1ccc(OCC(=O)NNC(=O)C2CCN(c3ncccn3)CC2)cc1 was read as Cav32 inh 1.78.
Screening CCOc1cc(CN2CCN(C(=O)c3ccco3)CC2)ccc1OC returned Cav32 inh 0.763.

In the list so far, these contain a thiophene ring, fused or not:
For CCCCN(C)C(=O)c1cc2cc3ccc(OC)cc3nc2s1 the results were Cav32 inh -0.016.
`Cc1cc2nnc(SCC(=O)NCc3cccs3)n2c(N)n1` gave Cav32 inh 0.443.
`CCOC(=O)c1c(NC(=O)COc2ncnc3sccc23)sc2c1CCC2` gave Cav32 inh 0.138.

The list continues:
Screening CC(Oc1cc(C(F)(F)F)cc(C(F)(F)F)c1)C(=O)NC(N)=O (stereo unspecified) returned Cav32 inh -0.37.
`CCN(CC)CCN=C1CCCc2ccccc2N1` gave Cav32 inh 0.522.
Screening O=C1OC2CC3CC1CC(O)(C3)C2 (stereo unspecified) returned Cav32 inh -0.302.
CCC(C)(C)n1nnnc1CN(Cc1ccco1)Cc1cc2cc3c(cc2[nH]c1=O)OCO3 was read as Cav32 inh 0.991.
COC(=O)c1ccccc1NC(=O)c1cc(-c2ccc(O)cc2)on1 was read as Cav32 inh 0.984.
For C#CCNC(=O)C1=C[C@@H](c2ccc(Br)cc2)C[C@@H](OCCCCO)O1 the results were Cav32 inh 0.0711.
`Cc1ccccc1NS(=O)(=O)c1cc(C(=O)NCCC2=CCCCC2)ccc1Cl` gave Cav32 inh -2.78.
For Cn1c(=O)oc2cc(S(=O)(=O)N3CCCC(C(=O)N4CCc5ccccc5C4)C3)ccc21 (stereo unspecified) the results were Cav32 inh 0.818.
Screening COc1cccc(-n2c(SCC#N)nnc2-c2cnccn2)c1 returned Cav32 inh 0.476.
`O=S(=O)(CCc1nnc(-c2ccccc2)o1)c1ccc2ccccc2c1` gave Cav32 inh 0.335.
`CCOC(=O)c1c(-c2ccccc2)csc1NC(=O)c1ccc(N2C(=O)CCC2=O)cc1` gave Cav32 inh -2.17.
Screening Nc1ccccc1C(=O)NCc1ccccc1 returned Cav32 inh -0.768.
Cc1ccc(-n2c(O)c(C=Nc3ccc4c(c3)OCO4)c3ccccc3c2=O)cc1C was read as Cav32 inh -1.61.
For COc1ccc(NC(=O)c2cccnc2C(=O)O)c(OC)c1 the results were Cav32 inh -0.0153.
`COCCN1CCN(C(=O)c2ccc3c(c2)S(=O)(=O)c2ccccc2C3=O)CC1` gave Cav32 inh 0.929.
Screening CCOC(=O)c1ccc(NC(=S)NCCc2ccccc2)cc1 returned Cav32 inh -4.41.
For CCc1nnc(NC(=O)c2cc(-c3ccccc3)nn2-c2ccccc2)s1 the results were Cav32 inh -3.47.
Screening CCN(CC)S(=O)(=O)c1ccc(NC(=O)Cn2cnc3ccccc3c2=O)cc1 returned Cav32 inh -0.798.
For CCOC(=O)c1cnc2c(cnn2C)c1NCCC#N the results were Cav32 inh 1.27.
`COCCn1c(C)cc(C(=O)CSc2nncn2-c2ccccc2)c1C` gave Cav32 inh 0.158.

3 entries drawn at random from those above, as already listed:
`COCCn1c(C)cc(C(=O)CSc2nncn2-c2ccccc2)c1C` gave Cav32 inh 0.158.
`CCN(CC)CCN=C1CCCc2ccccc2N1` gave Cav32 inh 0.522.
`O=S(=O)(CCc1nnc(-c2ccccc2)o1)c1ccc2ccccc2c1` gave Cav32 inh 0.335.

(further entries)
For CN(c1ccc(C(=O)NCc2cccnc2)cc1)S(C)(=O)=O the results were Cav32 inh 0.0796.
Cc1cc(C(=O)Nc2c(C)n(C)n(-c3ccccc3)c2=O)c(C)o1 was read as Cav32 inh 0.0417.
For CCO[C@H]1OC(C(=O)N2CCN(Cc3ccc4c(c3)OCO4)CC2)=C[C@@H](C2CC2)[C@@H]1CCCO the results were Cav32 inh 1.
`C(=NCCCN1CCOCC1)c1ccc2c(c1)OCO2` gave Cav32 inh 0.0283.
COC(=O)CSc1ccc(-c2nc3ccc(C)cc3[nH]2)cn1 was read as Cav32 inh -1.73.
CCc1cccc(C)c1NC(=S)NCc1ccc2[nH]c(C)cc2c1 was read as Cav32 inh -2.35.
`COc1ccc(C(=O)Oc2ccc3c(c2)OCO3)cc1OC` gave Cav32 inh -1.49.
`CC(C)N(C#N)c1nc(N2CCOCC2)nc(N2CCOCC2)n1` gave Cav32 inh 2.02.
Screening CN(C)S(=O)(=O)c1ccc(NC(=O)c2c(F)cccc2Cl)cc1 returned Cav32 inh 0.322.
Screening Nc1nc2ccccc2n1/N=C/c1cccnc1 returned Cav32 inh 0.142.
For COc1cccc(-c2nn(-c3ccccc3)cc2C(=O)O)c1 the results were Cav32 inh 0.846.
For COc1ccc(-c2ccnc3nc(-n4cccc4)nn23)cc1 the results were Cav32 inh -1.04.
For CCOC(=O)C1CCCN(C(=O)c2ccccc2Oc2ccccc2)C1 (stereo unspecified) the results were Cav32 inh -1.29.
Screening Cc1cc(N2CCOCC2)nc2ccccc12 returned Cav32 inh 0.911.
`CC(C)(C)n1nc2c(c1NC(=O)c1ccc(S(=O)(=O)N3CCCC3)cc1)CSC2` gave Cav32 inh -3.47*.
For C=CCOC(=O)C1=C[C@H](c2ccc3c(c2)OCO3)C[C@H](OCCCCO)O1 the results were Cav32 inh -0.167.
For COCCNc1nc(-c2cc(C(=O)Nc3ccccc3)on2)cc(C(C)C)n1 the results were Cav32 inh -2.27.
Cc1ccc(N=C2CCCN2Cc2ccccc2)c(C#N)c1 was read as Cav32 inh -1.38.
For CN1CCN(C2=C(Cl)C(=O)N(C3CCCCC3)C2=O)CC1 the results were Cav32 inh -0.21.
`COc1ccc2c(-c3ccccc3)cc(=O)[nH]c2c1` gave Cav32 inh -0.3.
For O=C(CNC(=O)c1ccc(Cl)cc1)OCC(=O)c1ccc2c(c1)OCCO2 the results were Cav32 inh 0.263.
For O=C(Nc1cccc(-c2csc(Nc3ccccc3)n2)c1)c1ccccc1 the results were Cav32 inh -0.859.
For CCCOc1c(Br)cc(C(=O)NCC)cc1OC the results were Cav32 inh 0.0439.
CCCCN(CC)CCNC(=O)c1cc2c(=O)n(C)c3ccccc3c2n1C was read as Cav32 inh 1.51.
COc1ccc(S(=O)(=O)N2CCCC(C(=O)N3CCOCC3)C2)cc1C (stereo unspecified) was read as Cav32 inh 0.0181.
`O=C(O)CSc1nnc(C2CC2)n1-c1ccccc1` gave Cav32 inh 0.606.
For Cn1c(=O)cc(SCC(=O)N2CCOCC2)c2ccc(Cl)cc21 the results were Cav32 inh -0.0343.
For CCCCn1c(C(C)NC(=O)c2cccs2)nc2ccccc21 (stereo unspecified) the results were Cav32 inh -0.187.
Screening c1ccc2c(c1)nc(N1CCOCC1)c1nnnn12 returned Cav32 inh -0.408.
`CCCC1(CCC)NC(=O)N(CC(=O)Nc2ccccc2OC)C1=O` gave Cav32 inh 0.281.
Screening CCCc1[nH]nc2c1C(c1ccc(O)cc1OCC)C(C#N)=C(N)O2 (stereo unspecified) returned Cav32 inh 0.645.
`COCCNC(=S)NC1CC2CCCC(C1)N2Cc1ccco1` (stereo unspecified) gave Cav32 inh -0.834.
`CCCS(=O)(=O)N1CCN(Cc2ccccc2OCC)CC1` gave Cav32 inh 0.255.
Screening COC(=O)C1CCN(c2cc(=O)n(Cc3ccc(F)cc3)c(=O)[nH]2)CC1 returned Cav32 inh 0.403.
`Cc1cc(C)cc(OC(=O)CCN2C(=O)c3ccccc3C2=O)c1` gave Cav32 inh -1.5.
Screening O=c1[nH]c(CN2CCCCC2)nc2ccccc12 returned Cav32 inh 0.195.
Screening C#CCCOC(=O)N1C2=NC(C(=O)OC)=C(C(=O)OC)[C@@H]3N(C)c4ccc(OC)cc4[C@]23C[C@H]1C(=O)OC returned Cav32 inh 0.061.
`Cc1cc(C)c(NC(=O)CS(=O)CC(=O)Nc2cccnc2)c(C)c1` (stereo unspecified) gave Cav32 inh 0.309.
Screening OCCN1CCOCCOCCN(CCO)CCN(CCO)CC1 returned Cav32 inh 0.266.
Screening Cc1ccc(CSc2nc3c(c(=O)[nH]2)CCC3)cc1 returned Cav32 inh -0.462.
`O=C(CCCN1C(=O)c2ccccc2C1=O)N1CCN(c2ccccn2)CC1` gave Cav32 inh 0.085.
Screening N#Cc1cnc(SCCc2ccccc2)nc1N returned Cav32 inh -1.17.
`CCCCn1c(SCC(=O)NCc2ccco2)nc2ccccc2c1=O` gave Cav32 inh -1.98.
For CC(=Nc1ccc(C)c(C)c1)C1=C(O)CSC1=O the results were Cav32 inh -0.253.
Screening CS(=O)(=O)N(CC(=O)N1CCN(c2ccccc2)CC1)C1CCCCC1 returned Cav32 inh 1.58.
C=C(C)Cn1c(NCCOC)nc2c1c(=O)[nH]c(=O)n2C was read as Cav32 inh -0.761.
CC(/C=N/n1c(COc2ccccc2)n[nH]c1=S)=C\c1ccccc1 was read as Cav32 inh -2.24.
`COc1ccc(C2(C(=O)Nc3nncs3)CCCC2)cc1` gave Cav32 inh 1.34.
For COc1ccccc1-n1c(CNc2ccc(F)cc2)nnc1SCC(=O)Nc1cc(C)on1 the results were Cav32 inh -0.393.
Screening CCOc1ccc(NC(=S)/C(=C(\[O-])c2ccc(C)c([N+](=O)[O-])c2)[n+]2ccccc2)cc1 returned Cav32 inh 0.00327.
For Cc1cc(C(=O)CSc2n[nH]c(N)n2)c(C)n1-c1ccccc1 the results were Cav32 inh -2.64.
Screening CSc1ccccc1NC(=O)Nc1ccc(Cl)cc1 returned Cav32 inh -1.87.
Screening O=C(/C=C/c1ccccc1)CC(O)(c1ccccc1)C(F)(F)F (stereo unspecified) returned Cav32 inh -3.07.

High-throughput results: PubChem BioAssay, Vanderbilt High Throughput Screening Facility
